Bioassay records: PubChem, National Center for Advancing Translational Sciences (NCATS)
GCN5L2 inh: GCN5L2 (KAT2A) acetyltransferase inhibition; Potency, µM (series often up to 58.9 µM), inactives show at the top dose activity change, negative = inhibition, usual class: inhibitors; GCN5L2 HAT assay, ThioGlo1 CoA-SH fluorescence; 0.21% of 390,000 active; AID 504327
Target sequence (Q92830 whole entry, looked up): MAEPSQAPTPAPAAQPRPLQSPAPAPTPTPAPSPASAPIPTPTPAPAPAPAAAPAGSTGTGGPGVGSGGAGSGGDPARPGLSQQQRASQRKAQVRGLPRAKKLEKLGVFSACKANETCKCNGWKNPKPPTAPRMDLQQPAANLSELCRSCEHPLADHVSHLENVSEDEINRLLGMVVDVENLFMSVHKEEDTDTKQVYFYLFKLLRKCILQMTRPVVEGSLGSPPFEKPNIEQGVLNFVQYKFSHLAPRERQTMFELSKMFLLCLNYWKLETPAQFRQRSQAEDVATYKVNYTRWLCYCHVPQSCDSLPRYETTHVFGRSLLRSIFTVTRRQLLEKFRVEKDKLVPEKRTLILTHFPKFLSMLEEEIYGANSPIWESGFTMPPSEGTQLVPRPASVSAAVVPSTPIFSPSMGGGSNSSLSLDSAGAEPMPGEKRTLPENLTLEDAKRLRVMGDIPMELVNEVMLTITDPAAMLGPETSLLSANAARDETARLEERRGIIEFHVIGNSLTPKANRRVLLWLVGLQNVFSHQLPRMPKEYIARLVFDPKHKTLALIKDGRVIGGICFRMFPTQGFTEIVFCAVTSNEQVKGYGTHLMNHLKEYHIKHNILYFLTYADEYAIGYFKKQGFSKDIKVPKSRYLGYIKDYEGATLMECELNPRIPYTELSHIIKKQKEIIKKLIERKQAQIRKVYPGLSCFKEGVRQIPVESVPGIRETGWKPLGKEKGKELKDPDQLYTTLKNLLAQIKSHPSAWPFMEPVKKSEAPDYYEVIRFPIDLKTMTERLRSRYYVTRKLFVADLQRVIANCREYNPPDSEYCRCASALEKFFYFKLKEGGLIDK
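Compounds, pin-transferred from DMSO stocks, meet 20nM GCN5L2 for 15 min before the reaction begins with H3(1-25) peptide (75uM) and acetyl-CoA (70uM). Thiol-reactive ThioGlo1 reports CoA release over 20 min at room temperature.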
TDP1 cell CPT: DT40-hTDP1 cell growth loss with CPT; chicken DT40 Tdp1-/-;hTDP1 cells + 20 nM CPT, ATP luminescence, 48 h; Potency, µM (top dose mostly 46.2 µM), for the others: at the top dose activity change, negative = growth inhibition, usual class: inhibitors; 12% of 420,000 active; also: nearly all actives have a fitted effect of over 55% in size
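Chicken DT40 Tdp1-/- cells complemented with human TDP1, 400 cells/well, exposed to compounds plus 20 nM camptothecin for at least 48 h at 37 C; viability read as ATP content by CellTiter-Glo luminescence.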
TDP1 cell noCPT: qHTS for Inhibitors of human tyrosyl-DNA phosphodiesterase 1 (TDP1): qHTS in cells in absence of CPT; DT40 Tdp1-/- hTDP1 cells, no CPT, ATP luminescence, 48 h; Potency, µM (series often up to 46.2 µM), without a hit: at the top dose activity change, negative = growth inhibition, actives largely listed as inhibitors; 15% of 420,000 active; AID 686978, 2013; also: nearly all actives have a fitted effect of over 55% in size
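Growth kinetics read by CellTiter-Glo luminescence after ≥48 hr at 37 °C. Cells: DT40 Tdp1-/- stably carrying human TDP1, 400 per well, compound exposure in the absence of CPT (DMSO vehicle).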
Active calls of the source: *; ? = inconclusive; nt = not tested or not shown; & = joins results of further samples; [ ] = dose if it differs, or a comment. Calls follow the shape of the dose curve; as a rule, active = well fitted curve in the direction sought with a large enough effect; inconclusive = small, poorly fitted or top-dose-only effect, or another doubt; inactive = no such curve, though single readings can be large; an effect the other way counts as inactive or inconclusive. % is scaled to controls: 0 for no effect and ±100 for the full control effect; potency is read from the fitted curve at half-maximal effect. Only part of the results is shown. The share of hits here may be higher or lower than overall.

compound,GCN5L2 inh,TDP1 cell CPT,TDP1 cell noCPT
COc1ccc(C)cc1NC(=O)C(=O)NCC(c1cccnc1)N1CCN(c2ccccc2F)CC1 (centres undefined),-13%,?,18µM*
CC(=O)c1ccc(NC(=O)CC(NCCC2=CCCCC2)C(=O)O)cc1 (centres undefined),1%,-1%,-6%
CNS(=O)(=O)c1cccc(C(=O)NNC(=O)CN(C)S(=O)(=O)c2ccc(Cl)cc2)c1,-18%,-8%,-1%
COC(=O)c1ccc(NCC(=O)Nc2cc(C)cc(C)c2)cc1,-20%,-22%,-26%
Cc1cccc(C)c1Nc1c(-c2ccc(Cl)s2)nc2ncccn12,-5%,?,?
Cn1c(=O)c2c(ncn2CC(COCc2ccc(Cl)cc2)OCc2ccc(Cl)cc2)n(C)c1=O (centres undefined),-8%,23µM*,15µM*
Cc1ccccc1Nc1c(-c2cccnc2)nc2cccc(C)n12,-1%&-7%,?,21µM*
COc1ccc(S(=O)(=O)N(CC(=O)N/N=C/c2ccc(C(=O)O)cc2)Cc2ccccc2)cc1OC,-3%,-1%,3%
O=C(NC1c2ccccc2Oc2ccccc21)c1ccc([N+](=O)[O-])cc1,nt,-2%,-25%
Cc1cccc(-c2ocnc2C(=O)Nc2ncc(C)s2)c1,nt,-15%,-20%
Cc1ccccc1OCC(=O)NNC(=O)c1cc(S(=O)(=O)N2CCOCC2)ccc1N1CCCC1,-8%,-13%,-12%
O=c1[nH]c2cc3c(cc2cc1CN(CC1CCCO1)S(=O)(=O)c1ccc(Cl)cc1)OCCO3 (centres undefined),-6%,?,?
C/C=C1\C2C=C(C)CC1(N)c1ccc(=O)[nH]c1C2 (centres undefined),-16%&-13%,-5%[92.5 µM],-12%[92.5 µM]
CC(C)(C)c1ccc(-c2noc(CCC(=O)N3CCOCC3)n2)cc1,-10%,?,18µM*
O=C(Nc1ccc(Cl)c(C(F)(F)F)c1)C1Cc2c(-c3ccccc3Oc3ccccc3)ccnc2O1 (centres undefined),nt,18µM*,?
COC(=O)c1ccc(NC(=O)C2CCCN(S(C)(=O)=O)C2)cc1 (centres undefined),-4%,-28%,-22%
CC(=O)Nc1cccc2c1C(=O)NC2=O,-5%,0%,1%
CC(=O)Nc1ccc2ccccc2c1[N+](=O)[O-],nt,-3%,-15%
CCOC(=O)N1CCC(N2CC34C=CC(O3)C(C(=O)O)C4C2=O)CC1 (centres undefined),3%,7%,5%
CCOC(=O)C(NC(=O)NCc1ccccc1OC)(OCC)C(F)(F)F (centres undefined),39%[activator],-6%,-22%
C[C@H](CO)N1C[C@H](C)[C@@H](CN(C)S(=O)(=O)c2cn(C)cn2)Oc2ncc(Br)cc2C1=O,nt,15%,?
Nc1cc(=O)nc(SCC(=O)NCc2ccccc2)n1CCc1ccccc1,-6%,-18%,-21%
COc1cc(CNc2ccc3[nH]c(=O)[nH]c3c2)ccc1OCc1ccccc1Cl,-2%,?,?
CSc1sc(C(=O)NCC2CC2)c(-c2cccs2)c1C#N,-2%,-5%,?
Cn1c(=O)c2c(SCC(=O)N3CCc4ccccc43)nc(-c3cccc(F)c3)nc2n(C)c1=O,-13%,-8%,-10%
CCOC(=O)C1CCN(C(=O)c2cc3c(C)cc(C)cc3[nH]2)CC1,-10%,-20%,?
COc1cc2c(cc1OC)CN(CC(=O)Nc1ccc(S(=O)(=O)N(C)C)cc1)CC2,1%,0%,-17%
O=C1NC(=O)/C(=C/C(=O)N2CCOCC2)S1,-3%,-4%,-1%
O=C(O)CCCc1ccc2c(c1)CCc1ccccc1-2,-2%,?,-10%
COc1ccc(C(=O)NC(=S)N2CCNC(=O)C2CC(=O)OC(C)C)cc1 (centres undefined),-14%,-7%,11%
Cc1ccc(S(=O)(=O)Nc2cccc(S(=O)(=O)Nc3ccccc3C(=O)O)c2)c(C)c1,-13%,29%,4%
O=C(CCCC(=O)N(CC(=O)NC1CCCC1)Cc1ccccc1Cl)Nc1ccccn1,-6%,?,?
CC(=O)Nc1ccccc1-c1nc(CNC(=O)c2ccc(C)cc2)c(C)o1,nt,-3%[9.04 µM],?
CC(C)C[C@@H](CN1CCC[C@@H]1CN1C(=O)C(=O)NC[C@@H]1Cc1ccccc1)N1C[C@H](Cc2ccc(O)cc2)N(CC2CCCCCC2)C(=O)C1=O,nt,?,?
CC(C)C1Cc2c(sc3c2c(=O)n(-c2ccccc2)c2n[nH]c(=S)n32)CO1 (centres undefined),-6%,?,?
Cc1ccc(C)c(Nc2nc(N)c3ccccc3n2)c1,-15%,?,18µM*
Cc1ccccc1N/C(SCc1ccc(Cl)cc1)=C(/C#N)C(=O)NCc1ccco1,-10%,-14%,?
CCC(C)NC(=O)CCC(=O)Nc1ccc2nc(N3CC(C)CC(C)C3)cc(C)c2c1 (centres undefined),-5%,-17%,16µM*
CCCC[C@@H]1C=C(C(=O)O)[C@H](c2ccc(Cl)cc2)N1S(=O)(=O)c1ccc(C)cc1,-9%,-1%,-12%
CC(NC(=O)C(=O)NN=C1CCC(C(C)(C)C)CC1)c1ccccc1 (centres undefined),-3%,1%,4%

Rewritten field by field: part of the list above
smiles: CCC(C)NC(=O)CCC(=O)Nc1ccc2nc(N3CC(C)CC(C)C3)cc(C)c2c1 (centres undefined)
- GCN5L2 inh: -5%
- TDP1 cell CPT: -17%
- TDP1 cell noCPT: 16µM*

smiles: COc1ccc(C)cc1NC(=O)C(=O)NCC(c1cccnc1)N1CCN(c2ccccc2F)CC1 (centres undefined)
- GCN5L2 inh: -13%
- TDP1 cell CPT: ?
- TDP1 cell noCPT: 18µM*

smiles: CSc1sc(C(=O)NCC2CC2)c(-c2cccs2)c1C#N
- GCN5L2 inh: -2%
- TDP1 cell CPT: -5%
- TDP1 cell noCPT: ?

The results go on.
Results follow in this order: GCN5L2 inh	TDP1 cell CPT	TDP1 cell noCPT
> Cc1cc(C)c2nc(N3CCCC(C(=O)NCCCN4CCOCC4)C3)sc2c1 (centres undefined)
→ 0%	?	?
> CCC(=O)NC(c1cccs1)c1cc(Cl)c2cccnc2c1O (centres undefined)
→ -5%	4.6µM*	3.3µM*
> Cc1ccc(C(=O)N/N=C\C=C\c2ccccc2[N+](=O)[O-])cn1
→ -10%	?	-18%
> O=C(CNC(=S)N(CCCN1CCOCC1)Cc1cccs1)NCCCN1CCOCC1
→ -1%	6%	-3%
> COc1ccccc1/C=N/NC(=O)c1ccc(-c2ccccc2)cc1
→ -5%	21µM*	?
> OCC(CO)(CO)NCC(O)CN1c2ccccc2Sc2ccccc21 (centres undefined)
→ 1%	-9%	-15%
> CC(=O)[C@H]1[C@H](CCc2ccccc2)NC(=O)N(Cc2ccccc2)[C@@H]1C
→ -1%	-32%	-58%
> O=C(Nc1cccc2ccccc12)N(c1ccccc1)c1ccccc1
→ nt	21µM*	21µM*
> CCCc1nc2cc3c(cc2[nH]1)n(C)c(=O)n3C
→ -3%	9%	17%
> CCc1cccc(CC)c1NC(=O)C(Cc1ccccc1)NS(=O)(=O)c1cccc2nsnc12 (centres undefined)
→ -4%	?	?
> CCOC(=O)c1cnc2c(C)c(Cl)ccc2c1N1CCN(CC)CC1
→ -3%	?	?
> CN1CCN(c2ccccc2NS(=O)(=O)c2ccc3c(c2)CCN3C(=O)C2CCC2)CC1
→ nt	15µM*	?
> Cc1ccc(CNC(=O)CN2C(=O)C3(OCCCO3)c3ccccc32)cc1
→ 5%	-7%	-16%
> Cc1ccccc1CCNC(=O)C1CCCN(c2cnccn2)C1 (centres undefined)
→ -2%	-8%	18%
> O=C(CO/N=C/c1ccccc1)Nc1c(F)c(F)c(F)c(F)c1F
→ 0%	24%	10%
> CCOc1ccc(Cn2c(-c3ccc(OCC)c(OC)c3)nc3ccccc32)cc1OC
→ 1%	-6%	-19%
> COc1cccc(NC(=O)CSc2nnc(-c3cccc(OC(C)C)c3)n2N)c1
→ -5%	?	?
> COc1ccc(OC)c(NC(=O)c2cccnc2)c1
→ -7%	8%	-5%
> Cc1ccccc1C(=O)Nc1nnc(CC(=O)N/N=C/c2cn(Cc3ccccc3)c3ccccc23)s1
→ 22%	?	?
> Cc1nnsc1S(=O)(=O)c1ccccc1
→ 4%	14%	2%
> COc1cc(-c2cc(=O)c3c(C)cc(O)cc3o2)cc(OC)c1OC
→ nt	?	8.2µM*
> COc1ccc(COC(=O)c2cccc(S(=O)(=O)N3CCCC3)c2)cc1F
→ -8%	-16%	13%
> Cc1ccc(-n2c(=O)c3cccnc3n2CC(=O)Nc2ccc(C)cc2Cl)cc1
→ -1%	?	13µM*
> CCN(CC)S(=O)(=O)c1ccc(N2CCOCC2)c(NC(=O)c2nn(C(C)C)c(=O)c3ccccc23)c1
→ nt	10µM*	5.2µM*
> CCN(CC)CCCn1c(C)cc2c(c1=O)C(c1ccccc1)C(C#N)=C(N)O2 (centres undefined)
→ -7%	-5%	-17%
> CN(CC(=O)NCc1ccccc1F)S(=O)(=O)c1ccc(Cl)cc1
→ -13%	-7%	?
> CC(=O)c1c(C)[nH]c(C(=O)CSc2nc3ccccc3n2C)c1C
→ 0%	15µM*	9.2µM*
> O=C(Cc1csc2ccccc12)NCc1cccc(Br)c1
→ -1%	16µM*	21µM*
> S=C(NNc1ccnc2cc(Cl)ccc12)Nc1ccccc1Cl
→ -20%	4.1µM*	2.6µM*
> O=C(NCCCn1ccnc1)Nc1ccc2c(c1)OCO2
→ 0%	14%	3%
> Cc1ccccc1OCC(=O)OCc1cc(=O)n2nc(C3CC3)sc2n1
→ -9%	-15%	-9%
> O=C(NCc1nc2ccccc2[nH]1)c1cccc(Cl)c1
→ -4%	-22%	-5%
> C=CCn1c(SCC(=O)/C(C#N)=C(\C)N)nc2sc(CC)cc2c1=O
→ -8%	21µM*	21µM*
> COc1nc(-c2ccccc2)ccc1-c1noc(COc2ccccc2)n1
→ nt	-22%	-15%
> Cc1cc(=O)c2c(=O)[nH][nH]c2[nH]1
→ nt	17%	-19%
> Cc1ccc(S(=O)(=O)C(CNC(=O)C(=O)NCc2ccccc2C)c2cccs2)cc1 (centres undefined)
→ -6%	?	?
> O=C(CCn1nnc(-c2cccs2)n1)NCc1ccccc1Cl
→ -16%	-18%	-7%
> COc1cc(C(=O)N(C)CCOc2ccc(C)cc2)ccc1OC1CCN(C(C)=O)CC1
→ -6%	6%	-25%
> O=C(Nc1cc(C(=O)NC2CCOCC2)c2c(c1)ncn2C1CCCC1)c1ccccc1
→ nt	2%	-14%
> CC(C)OCC(O)CS(=O)(=O)Cc1ccccc1 (centres undefined)
→ 0%	-5%	-13%
> CCN1CCN(c2ccc(S(=O)(=O)N3CCCCC3)cc2NC(=O)C(C)Oc2ccc(F)cc2)CC1 (centres undefined)
→ -14%	18µM*	18µM*
> CCOC(=O)C1CCN(C(=O)c2ccc(NC(=O)c3nsc4ccccc34)cc2)CC1
→ -8%	21µM*	?
> CCN=C1SC(C(=O)Nc2cccc(Cl)c2)CC(=O)N1CC (centres undefined)
→ -8%	-10%	10%
> O=C(COC(=O)c1c2c(nc3ccccc13)CCCCC2)NCc1ccc2c(c1)OCO2
→ -11%	?	?
> C=CCn1c(SCc2nc3ccccc3[nH]2)nnc1-c1ccc(OC)cc1
→ ?	-22%	-22%
> O=C(c1ccco1)N1CCC2(CCCN(c3cccc(-c4ccccc4)c3)C2)CC1
→ -13%	?	?
> O=C(c1ccc(NS(=O)(=O)c2cccc(F)c2)cc1)N1CCCCC1
→ 2%	?	-6%
> CS(=O)(=O)N1CCC2(CCCN(C(=O)Nc3cccc(F)c3)C2)CC1
→ 11%	15%	-1%
> O=C(CCl)c1ccc(Cc2ncc(C(F)(F)F)cc2Cl)s1
→ -14%	3.3µM*	5.2µM*
> COc1cc(C(C)=O)ccc1OC(=O)CN1C(=O)c2ccccc2C1=O
→ ?	11%	-26%
> COc1ccc(-c2nc(SCC(=O)Nc3cc(C)on3)n[nH]2)cc1
→ -2%	-20%	-21%
> C/C(=N\NC(=O)COc1ccc(C)cc1[N+](=O)[O-])c1ccc2c(c1)OCCO2
→ nt	-29%	-13%
> CCOC(=O)c1sc(NC(=O)/C=C/c2ccc(OCC)cc2)c(C(=O)OCC)c1C
→ 3%	-12%	-22%
> CCCn1c(NCc2ccccc2NS(=O)(=O)c2ccc(C)cc2)nc2ccccc21
→ -4%	?	16µM*

As a working copy, some entries already given.
Results follow in this order: GCN5L2 inh	TDP1 cell CPT	TDP1 cell noCPT
> COc1ccc(C)cc1NC(=O)C(=O)NCC(c1cccnc1)N1CCN(c2ccccc2F)CC1 (centres undefined)
→ -13%	?	18µM*
> CC(=O)c1ccc(NC(=O)CC(NCCC2=CCCCC2)C(=O)O)cc1 (centres undefined)
→ 1%	-1%	-6%
